# From PubChem BioAssay
# Furin inh: human furin inhibitors, primary screen, biochemical, fluorescence intensity | P09958 | purified furin, fluorogenic substrate cleavage | inhibition, % at 30 µM | actives 0.061% (n = 220,000); in the data active = inhibition above about 25%; note: inactives centre near -15
# BaF3 parental: parental Ba/F3 cell viability inhibition, counter-screen for JAK2V617F inhibitor project, murine pro-B, CellTiter-Glo luminescence; AID 1486, 2009; actives 1.1% (n = 220,000); CellTiter-Glo ATP luminescence; inhibition, % at 5.6 µM;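 active = inhibition above a per-campaign cutoff, the mean inhibition of all tested compounds plus 3 SD, cut at about 27% in these data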;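 note: 0% = DMSO wells and 100% = JAK Inhibitor I control wells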
# EP2 antag: human EP2 receptor antagonists, primary screen, TR-FRET cAMP, C6 glioma cells; C6 glioma cells expressing human EP2; cells stimulated with saturating PGE2; actives 0.52% (n = 260,000); inhibition, % at 25 µM;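 active = percent inhibition above 40 after rounding to a whole number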;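 note: rat C6 glioma host cells with rolipram phosphodiesterase inhibitor present; the protocol text gives 20 µM as final concentration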
# Target sequence (P43116 whole entry, looked up): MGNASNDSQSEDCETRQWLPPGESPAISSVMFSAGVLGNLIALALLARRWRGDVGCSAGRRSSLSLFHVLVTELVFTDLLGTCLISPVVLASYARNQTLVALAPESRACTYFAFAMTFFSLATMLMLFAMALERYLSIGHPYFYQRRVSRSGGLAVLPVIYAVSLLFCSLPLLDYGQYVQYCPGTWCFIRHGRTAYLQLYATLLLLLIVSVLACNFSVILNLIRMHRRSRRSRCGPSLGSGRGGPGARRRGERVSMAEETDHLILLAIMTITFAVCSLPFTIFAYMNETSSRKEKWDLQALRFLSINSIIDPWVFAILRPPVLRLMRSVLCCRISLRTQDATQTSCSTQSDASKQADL
# NCF1 inh: p47phox/p22phox peptide binding inhibitors, primary screen, biochemical, uHTS, NADPH oxidase regulatory subunit. Neutrophil cytosol factor 1 (Homo sapiens), P14598. fluorescence polarization, 2 h. inhibition, % at 24.7 µM. actives 0.53% (n = 220,000). AID 1274, 2008;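 active = inhibition above about 30%, limit read from the data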;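 note: 0% = p47phox with labelled peptide and 100% = labelled peptide alone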
# Target sequence (P14598 whole entry, looked up): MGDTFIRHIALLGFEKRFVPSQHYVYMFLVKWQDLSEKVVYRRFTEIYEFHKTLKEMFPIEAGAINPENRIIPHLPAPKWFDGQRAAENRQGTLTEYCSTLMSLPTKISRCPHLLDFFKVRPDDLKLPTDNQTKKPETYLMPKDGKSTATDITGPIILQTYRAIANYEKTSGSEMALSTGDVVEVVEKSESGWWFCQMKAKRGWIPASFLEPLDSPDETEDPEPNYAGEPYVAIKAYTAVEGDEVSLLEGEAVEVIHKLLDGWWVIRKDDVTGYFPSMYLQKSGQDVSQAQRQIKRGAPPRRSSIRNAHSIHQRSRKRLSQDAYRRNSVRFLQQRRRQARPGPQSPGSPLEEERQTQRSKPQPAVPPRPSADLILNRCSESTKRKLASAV
# p97 inhibitor: inhibitors of human p97 ATPase, primary screen, biochemical | Transitional endoplasmic reticulum ATPase (Homo sapiens), P55072 | actives 0.42% (n = 220,000) | AID 1481, 2009 | inhibition, % at 8 µM | recombinant p97 ATPase, Kinase-Glo ATP luminescence, 3 h; in the data active = inhibition above about 15%;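 note: 0% = DMSO vehicle and 100% = wells lacking enzyme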
# PPC-1+TRAIL kill: compounds killing PPC-1 cancer cells with TRAIL present, primary screen, TRAIL potentiator project, ATPLite luminescence, uHTS; PPC-1 cells + TRAIL, ATPLite viability luminescence; cell killing (% activity), % at 4 µM; actives 0.41% (n = 220,000);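 active = cell killing above 50% in the first pass at 4 µM, then a duplicate retest at 5 µM averaging 50% or more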;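 note: plate controls were cells with TRAIL plus DMSO for no effect and medium-only wells lacking cells for full effect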
# Ba/F3 V617F tox: reduced viability of JAK2V617F-dependent Ba/F3 cells, primary screen, JAK2V617F inhibitor project, cell-based, Ba/F3 EpoR-JAK2V617F, luminescence; ATP luminescence; inhibition, % at 5.6 µM; actives 1.1% (n = 220,000);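 active = inhibition above the campaign mean plus 3 SD over all tested compounds, cut at about 24% in these data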;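 note: cytokine-independent growth of Ba/F3 cells driven by EpoR plus mutant JAK2; 0% = DMSO-treated cells and 100% = JAK inhibitor I control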
# Tb hexokinase: Trypanosoma brucei hexokinase 1 inhibitors, primary screen, biochemical, G6PDH-coupled NADH absorbance, MLSCN library. hexokinase 1 [Trypanosoma brucei]. recombinant TbHK1, G6PDH-coupled NADH A340. inhibition, % at 10 µM. actives 0.11% (n = 220,000);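 active = inhibition of 50% or more in the single-dose primary screen; inactive = inhibition below 50%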
# RBBP9 inh: human RBBP9 inhibitors, primary screen, biochemical, fluorescence polarization, FP-Rh probe, HTS; Serine hydrolase RBBP9 (Homo sapiens), O75884; recombinant RBBP9; actives 0.2% (n = 220,000); AID 1515, 2009; inhibition, % at 7.94 µM;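 active = inhibition above the campaign mean of all tested compounds plus 3 SD, cut at about 14% in these data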;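 note: plate controls were DMSO wells with RBBP9 for no effect and wells lacking RBBP9 protein for full effect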
# Target sequence (O75884 whole entry, looked up): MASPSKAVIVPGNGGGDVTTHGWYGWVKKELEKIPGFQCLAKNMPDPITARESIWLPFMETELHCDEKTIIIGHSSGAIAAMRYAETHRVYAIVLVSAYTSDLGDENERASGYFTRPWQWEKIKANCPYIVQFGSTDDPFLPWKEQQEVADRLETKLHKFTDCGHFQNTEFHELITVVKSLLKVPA
#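 Test system: recombinant human RBBP9; Timing: 30 min then 45 min, 25 °C; Detection: fluorescence polarization; Control set: RBBP9 with DMSO as uninhibited control, no-protein wells as full inhibition; Compound dosing: one concentration, 7.94 µM nominal, 0.794% DMSO; Probe or stimulus: FP-Rh activity-based probe, 375 nM before mixing.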
# Starred values were filed as active, the others as inactive; nt = not tested or not shown; & = joins results of further samples; [ ] = remark or other dose. The list is partial, so the mix of outcomes need not match the whole.
SMILES,Furin inh,BaF3 parental,EP2 antag,NCF1 inh,p97 inhibitor,PPC-1+TRAIL kill,Ba/F3 V617F tox,Tb hexokinase,RBBP9 inh
CN(c1ccccc1)S(=O)(=O)c1ccc(Cl)c(C(=O)Nc2nn[nH]n2)c1,-18,6,3,5,2,8,-3,0,-2
CCC1SC2=NCN(c3ccccc3)CN2C1=O (stereo unspecified),-15,4,3,-5,0,30,1,-1,2
O=C(NC1=NCCS1)c1ccc(Cl)s1,-13[20 µM],1,3,-6,3,24,-1,-3,-11
COc1ccccc1C1=NOC(COC(=O)c2ccc(Br)cc2)C1 (stereo unspecified),-10,6,6,-16,1,1,1,1,-6
N#Cc1ccsc1NC(=O)COC(=O)c1ccc(NC(N)=O)cc1,-29,6,7,-60,1,12,2,-3,-15
CCn1c(Cc2ccccc2)nnc1SCC(=O)NC(C)(C)C,-25,2,7&12,-10,-1,18,-2,2,-3
CCOC(=O)C1=C(C)NC(=O)NC1c1ccco1 (stereo unspecified),-18,10,7,-12,0,3,2,1,-6
CCCCNC(=O)CC(NS(=O)(=O)c1ccc(C)cc1)c1ccco1 (stereo unspecified),-21,5,10,-9,-7,3,5,1,-4
NC(=O)C1CCN(C(=O)c2ccc(Oc3cc(Cl)cc(Cl)c3)o2)CC1,-8,3,8,2,5,16,-5,-5,5
CC(C)CC1N=C2c3ccccc3N=C(SCc3cc(=O)n4ccccc4n3)N2C1=O (stereo unspecified),-7[20 µM],3,nt,nt,8,nt,-1,-34,-2
O=C(Nc1ccc2c(c1)OCO2)C1CCN(Cc2cnn(-c3ccccc3)c2-n2cccc2)CC1,-1[20 µM],7,19,-7,-7,14,3,-2,-6
N#CCCN1CCN(S(=O)(=O)c2ccc(S(=O)(=O)NC3CC3)cc2)CC1,-20,7,7,18,-6,10,3,-1,-7
Cc1cc(/C=N/NC(=O)c2ccncc2)c(C)n1-c1ccccc1,14,6,8,-11,-2,20,3,-27,-2
Cc1c(OCC(=O)NC(Cc2c[nH]c3ccc(O)cc23)C(=O)O)ccc2c3c(c(=O)oc12)CCC3 (stereo unspecified),-1,-7,9,-2,6,-7,0,-23,7
C/C(Cc1ccccc1)=N\NC(=O)c1cc(C(C)(C)C)[nH]n1,-9,0,4,-3,1,-19,-1,1,3
CN(C)N1C(=O)CC(NNC(=O)c2ccncc2)C1=O (stereo unspecified),-18,1,3,-5,6,10,-6,-6,-2
O=C1c2ccccc2C(=O)C12OC2c1ccc(Cl)cc1 (stereo unspecified),-14,11,4,-11,3,4,0,-2,-7
C=C(C)C1CC=C(C)/C(=N/NC(=O)COc2ccc(C)cc2)C1 (stereo unspecified),5[20 µM],4,4,3,-7,19,2,9,-10
CCOC(=O)CSc1nnc2n(Cc3ccccc3)c(=O)c3c4c(sc3n12)CCC4,-11,2,17,3,2,9,-3,5,-6
COc1cccc(CNC(=O)CN2C(=O)CC(c3ccccc3)=Nc3ccccc32)c1,-18,4,7,-1,1,2,-1,-6,-5
O=C1CCCc2nc(N3CCCCC3)sc21,-16[20 µM],0,11,-16,0,-8,-3,-61,-5
O=C(CCC(=O)c1cccs1)NCC(=O)Nc1ccc(F)c(F)c1F,-14,3,10,-10,-3,-1,-1,7,-10
Cc1ccc(S(=O)(=O)n2nc(-c3cccnc3)nc2N)cc1,-17,4,5,-2,-3,5,2,0,-10
CCCCN(CC)S(=O)(=O)c1ccc(C(=O)N=c2sc3cc(NC(C)=O)ccc3n2C)cc1,-36,4,9,11,8,9,-4,-23,-4
CN(CCC#N)CC(=O)Nc1ccc(S(N)(=O)=O)cc1,-23,0,5,-3,2,7,-2,-3,2
# Next section.
SMILES,Furin inh,BaF3 parental,EP2 antag,NCF1 inh,p97 inhibitor,PPC-1+TRAIL kill,Ba/F3 V617F tox,Tb hexokinase,RBBP9 inh
CCOC(=O)C(CC)Sc1nc2c(cnn2-c2ccccc2)c(=O)[nH]1 (stereo unspecified),-12,-1,9,-1,1,7,-4,0,-1
CCn1nc(C(C)C(=O)O)c2ccccc2c1=O (stereo unspecified),-13,2,4,-5,8,0,-1,-6,0
COc1ccc(NC(C#N)c2ccc(OC)cc2)cc1 (stereo unspecified),-25[20 µM],1,8,-17,2,-2,0,7,-8
CCCn1nc(NC(=O)c2cccs2)c2cc3cc(C)ccc3nc21,-10,-1,11,-21,1,-1,2,-16,-11
COCc1cc(C)nc(OCC(=O)N/N=C/c2ccc(O)cc2)c1C#N,-11,7,12,7,-6,18,5,-8,-7
S=C(NCCc1ccccn1)Nc1cc(Cl)cc(Cl)c1,-10,-2,12,-2,-4,11,1,6,-1
Cn1c(SCC(=O)Nc2sccc2C(N)=O)nnc1-c1ccncc1,-10,-1,3,-2,0,14,-2,-8,-1
CC(C)OP(=O)(c1ccc(N(C)C)cc1)C(Nc1ccccc1)c1cccnc1 (stereo unspecified),-28,3,9,1,-4,16,-2,1,-8
O=C(N/N=C\c1coc2ccccc2c1=O)c1ccco1,3,1,7,0,2,8,0,-12,-8
Cc1nc2ncc(Br)cc2[nH]1,-23,3,6,-6,7,27,-2,-8,-9
CC(C)Cn1c(N)c(C(=O)COC(=O)/C=C/c2cccs2)c(=O)n(C)c1=O,-20,3,13,-6,3,5,-5,-26,-4
COc1cc(/C=C2\SC(=Nc3c(C)n(C)n(-c4ccccc4)c3=O)NC2=O)ccc1O,0,5,4,-36,2,18,-4,-16,-2
Cc1sc2nc3n(c(=O)c2c1C)CCCS3,0[20 µM],7,11,16,-4,0,3,-25,-5
N/C(=N\O)c1ccncc1,-15,-2,5,-12,-1,-4,0,0,0
COc1ccc2cc3cc(C(=O)Nc4ccc5c(c4)OCO5)oc3nc2c1,-35,-1,15,23,-2,24,-4,-6,-3
CCS(=O)(=O)N1CCC(C(=O)NC2CCCCC2)CC1,-22[20 µM],1,6,-1,3,3,-1,6,-2
CC(=O)NC(CCS(C)(=O)=O)C(=O)Nc1ccccc1 (stereo unspecified),-22,6,8,-8,0,20,-3,2,-6
Cc1ccccc1NC(=O)CSc1nc2ccccc2o1,0[20 µM],1,9,-1,1,9,-3,0,-2
CCc1nnc(NC(=O)c2c(O)c3c([nH]c2=O)CCCC3)s1,-7[20 µM],0,8,-3,2,-12,-4,-1,-9
Cc1ccc(N(C(=O)Cn2nnc3ccccc32)C(C(=O)NCc2ccccc2)c2ccccn2)cc1 (stereo unspecified),-22,4,4,-2,1,-19,-3,-1,-8
COc1ccc(-c2cc(C(F)F)n3ncc(C(=O)N4CCN(C(=O)c5ccco5)CC4)c3n2)cc1,-14,5,11,-17,-1,5,2,-25,-3
CCSc1nc(C)nc2c1oc1ccccc12,-13,0,17,-11,1,-10,0,-6,-11
COc1ccc(-c2csc(Nc3ccc(S(N)(=O)=O)cc3)n2)cc1,-2[20 µM],4,4,-21,9,16,2,-23,0
COc1ccc(-c2cc(=O)[nH]c(=O)[nH]2)cc1,-8[20 µM],6,0,-13,-1,5,2,1,-9
O=C(Nc1cccnc1)C(Cc1ccccc1)n1cccc1 (stereo unspecified),-10,4,5,-9,2,15,-1,1,4

# Shown as labelled records: entries from further up.
COc1ccc(-c2csc(Nc3ccc(S(N)(=O)=O)cc3)n2)cc1
  Furin inh = -2[20 µM]	BaF3 parental = 4	EP2 antag = 4	NCF1 inh = -21	p97 inhibitor = 9	PPC-1+TRAIL kill = 16	Ba/F3 V617F tox = 2	Tb hexokinase = -23	RBBP9 inh = 0

COc1ccc(-c2cc(=O)[nH]c(=O)[nH]2)cc1
  Furin inh = -8[20 µM]	BaF3 parental = 6	EP2 antag = 0	NCF1 inh = -13	p97 inhibitor = -1	PPC-1+TRAIL kill = 5	Ba/F3 V617F tox = 2	Tb hexokinase = 1	RBBP9 inh = -9

# New compounds follow:
SMILES,Furin inh,BaF3 parental,EP2 antag,NCF1 inh,p97 inhibitor,PPC-1+TRAIL kill,Ba/F3 V617F tox,Tb hexokinase,RBBP9 inh
O=C(COc1ncnc2sccc12)N1CCN(S(=O)(=O)c2ccc(Cl)cc2)CC1,-15,1,14,-63,2,4,0,-4,-2
CCCCCCCCCCCCCCCC(=O)NCCc1c[nH]c2ccccc12,-8,-6,nt,-4,-5,1,4,-9,-5
CCOC(=O)C1CCN(CC(=O)N(CC(C)C)c2c(N)n(CC(C)C)c(=O)[nH]c2=O)CC1,-8,3,4,-5,-5,19,4,10,-5
O=C(c1cccnc1Nc1ccccc1F)N1CCOCC1,-16,6,17&5,-7,-1,7,5,-2,-2
C=C(C)c1cccc(C(C)(C)NC(=O)N2CCN(CC(N)=O)CC2)c1,-17[20 µM],-1,7,-5,1,-8,-4,-4,6
Cc1ccc(-n2ncc3ccccc3c2=O)cc1Cl,2,4,6,0,0,16,-1,-9,1
Cn1cnc(S(=O)(=O)N2CCc3ccccc32)c1,-26,1,4,-4,5,-12,-3,3,-6
O=C1NC(CCc2ccccc2)C(=O)N1CCOc1cccc(Br)c1 (stereo unspecified),-15,8,9,-10,-1,nt,4,-4,0
CCc1ccn2cc(-c3ccc4c(c3)OCO4)nc2c1,-55,7,9,-7,-29,92*[5 µM],6,-18,-8
CCN(CC)S(=O)(=O)c1cc(NC(=O)C(C)N2CCN(c3ccccn3)CC2)ccc1C (stereo unspecified),-11,10,6,-4,1,31,4,-5,1
CCOC(=O)C1CCN(C(c2cc3cc(C)cc(C)c3[nH]c2=O)c2nnnn2C2CCCCC2)CC1 (stereo unspecified),-6[20 µM],7,nt,nt,-4,nt,5,-1,3
O=C(O)CN1C(=O)/C(=C/c2ccc(SCc3ccccc3)o2)SC1=S,-12,1,12,-202,2,9,0,1,8
CCOc1ccccc1OCC(=O)Nc1ccc(S(=O)(=O)Nc2nc(C)cc(C)n2)cc1,-16[20 µM],0,5,0,4,9,-6,8,-6
Cc1cc(C(=O)NCCC(C)C)c2ccccc2n1,-19,1,15,-9,4,-4,-3,-4,-1
CC(C)(C)C(=O)Nc1cccc(C(=O)c2cccc(NC(=O)C(C)(C)C)c2)c1,-18[20 µM],3,11,-2,0,12,-2,1,-9
COc1ccc(N2CCN(C(=O)c3ccc(COc4ccc5c(C)cc(=O)oc5c4)cc3)CC2)cc1,-18,2,4,-5,1,-1,-2,1,4
CC1=C(C(=O)Nc2ccc(Cl)cc2)C(c2ccncc2)C(C#N)=C(SCC(N)=O)N1 (stereo unspecified),-18[20 µM],6,10,-8,3,7,-1,-9,-4
N/C(=N\OC(=O)CCc1ccccc1)c1cccc(Br)c1,-6[20 µM],1,12,-9,1,0,0,7,0
CCOC(=O)N/N=C(\C)c1ccc(-n2cnnn2)cc1,-20,3,6,3,-3,-14,1,-3,-7
Cc1cc(NS(=O)(=O)c2ccc(NC(=O)CSc3nc4ncc(Cl)cc4[nH]3)cc2)nc(C)n1,-23,-1,15,-2,2,6,-2,-22,4

# For reference, some entries already given.
SMILES,Furin inh,BaF3 parental,EP2 antag,NCF1 inh,p97 inhibitor,PPC-1+TRAIL kill,Ba/F3 V617F tox,Tb hexokinase,RBBP9 inh
O=C1NC(CCc2ccccc2)C(=O)N1CCOc1cccc(Br)c1 (stereo unspecified),-15,8,9,-10,-1,nt,4,-4,0
CCc1ccn2cc(-c3ccc4c(c3)OCO4)nc2c1,-55,7,9,-7,-29,92*[5 µM],6,-18,-8
